# Screening results deposited in PubChem BioAssay by National Center for Advancing Translational Sciences (NCATS).
# AmpC inh no detg: blocks E. coli AmpC beta-lactamase in detergent-free assay; AID 485341; Potency, µM (titrated, usually from 57.1 µM), inactives show top-dose activity change, negative = inhibition, most hits filed as inhibitors; P00811; AmpC nitrocefin hydrolysis, absorbance 480 nm, 0.0001% Triton; actives 0.52% (n = 330,000);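 further: potency means the concentration at half of the fitted maximal effect; plate controls were no compound for no effect and no enzyme for full effect; nearly all actives have a fitted effect of over 20% in size; some results filed as inactive show a strong effect at the top dose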
# Target sequence (P00811 whole entry, looked up): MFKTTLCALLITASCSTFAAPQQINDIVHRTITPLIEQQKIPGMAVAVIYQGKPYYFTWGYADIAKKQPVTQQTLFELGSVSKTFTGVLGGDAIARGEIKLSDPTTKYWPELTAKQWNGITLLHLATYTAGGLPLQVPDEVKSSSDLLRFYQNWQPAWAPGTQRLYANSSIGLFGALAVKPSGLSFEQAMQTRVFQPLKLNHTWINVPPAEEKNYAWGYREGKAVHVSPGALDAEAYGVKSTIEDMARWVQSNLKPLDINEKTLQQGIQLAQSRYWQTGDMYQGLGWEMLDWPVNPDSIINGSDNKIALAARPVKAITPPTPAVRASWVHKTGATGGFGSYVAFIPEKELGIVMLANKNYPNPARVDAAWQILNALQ
#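 20 mM phosphate pH 7.0 + 0.01% (detergent screen) or 0.0001% Triton X-100; 5.3 nM AmpC reagent; cpd preinc 15 min RT; nitrocefin (800 uM stock) to start; A480 q20 s × 4 min; Activity was normalised to no-enzyme and no-compound control wells.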
# FBPA Giardia inh: inhibitors of Giardia lamblia fructose-1,6-bisphosphate aldolase; A8B2U2; purified Giardia FBPA; Potency, µM (highest dose often 59.6 µM), without a hit: at the highest dose activity, negative = inhibition, actives largely listed as inhibitors; actives 0.71% (n = 290,000); further: potency means the concentration at half of the fitted maximal effect; nearly all actives have a fitted effect of over 55% in size
# Target sequence (A8B2U2 whole entry, looked up): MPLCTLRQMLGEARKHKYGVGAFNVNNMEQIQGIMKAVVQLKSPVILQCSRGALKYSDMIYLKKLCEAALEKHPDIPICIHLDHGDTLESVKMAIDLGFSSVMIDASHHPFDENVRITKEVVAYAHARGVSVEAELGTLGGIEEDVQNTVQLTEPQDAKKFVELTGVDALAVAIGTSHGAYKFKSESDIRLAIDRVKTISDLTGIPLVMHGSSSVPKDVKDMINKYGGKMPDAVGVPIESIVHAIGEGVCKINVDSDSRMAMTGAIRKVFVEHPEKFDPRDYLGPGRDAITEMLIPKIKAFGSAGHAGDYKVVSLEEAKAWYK
#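 40 nM FBPA preincubated 10 min at RT with compound (up to 57.5 uM final), then substrate plus GAPDH/TPI/NAD/arsenate coupling and diaphorase/resazurin added. Fluorescence read after 20 min at RT, 525/598 nm.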
# Sm TGR block: blocks Schistosoma mansoni thioredoxin glutathione reductase. Q962Y6. purified TGR, DTNB reduction, TNB absorbance 405 nm. Potency, µM (top dose mostly 114 µM), for the others: at the highest dose activity change, negative = inhibition, hits mostly inhibitors. actives 3% (n = 360,000). AID 485364; further: potency means the concentration at half of the fitted maximal effect; nearly all actives have a fitted effect of over 60% in size
#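 Kinetic colorimetric format: TGR-catalysed, NADPH-driven DTNB reduction monitored via TNB absorbance. Enzyme dispensed at 20 nM; compound exposure 15 min at room temperature before reaction start.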
# AMA1-RON2 inh: inhibitors of Plasmodium falciparum AMA1-RON2 interaction | AlphaScreen AMA1-biotinylated RON2 peptide binding | Potency, µM (top dose mostly 58.2 µM), inactives show at the top dose activity change, negative = inhibition, hits mostly inhibitors | actives 0.2% (n = 360,000) | AID 720542;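 further: potency means the concentration at half of the fitted maximal effect; 0% = vehicle wells and -100% = peptide control; nearly all actives have a fitted effect of over 45% in size; some results filed as inactive show a strong effect at the top dose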
#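 AMA1 (3D7) with his tag at 25 nM final met compounds first, then biotinylated RON2 peptide at 25 nM; detection used donor plus acceptor beads, 10 µg/mL apiece, read by AlphaScreen after 30 min at room temperature.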
# HCMV inh: inhibitors of human cytomegalovirus; actives 4.5% (n = 410,000); HFF cells, HCMV-luciferase reporter, 72 h; hits give low values; activity change, negative = inhibition, % at 57.5 µM; AID 1259415; in the data active means activity change below about -60%; inconclusive means no clear call, values can overlap the other calls; inactive means above about -39%
#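 Two-dose cell screen: HFF monolayers treated with compounds and infected with luciferase-expressing HCMV at 1 PFU/cell, 72 h at 37C, then lysed for luciferase measurement.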
# AmpC detergent: inhibitors of E. coli AmpC beta-lactamase with detergent | AmpC hydrolysis of nitrocefin, absorbance 480 nm, 0.01% Triton | actives 0.041% (n = 370,000) | Potency, µM (series often up to 114 µM), without a hit: at the top dose activity change, negative = inhibition, usual class: inhibitors;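 further: potency means the concentration at half of the fitted maximal effect; 0% = no-compound wells and -100% = no-enzyme wells; nearly all actives have a fitted effect of over 25% in size; some results filed as inactive show a strong effect at the top dose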
#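 AmpC (5.3 nM in the dispensed reagent) in 20 mM phosphate pH 7.0 with 0.01% (detergent screen) or 0.0001% Triton X-100 was preincubated with compounds for 15 min at room temperature. Nitrocefin was then added from an 800 uM solution, and hydrolysis was followed at 480 nm.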
# The depositor's hits bear a star; u = inconclusive; x = no result given; & = joins results of further samples; [ ] = remark or other dose. Unless noted, the call rests on the fitted dose curve; in most records, active means well fitted curve in the direction sought with a large enough effect; inconclusive means small, poorly fitted or top-dose-only effect, or another doubt; inactive means no such curve, though single readings can be large; an effect the other way counts as inactive or inconclusive. Unless noted, on the % scale 0 is the no-effect control and ±100 the full control effect.
SMILES,AmpC inh no detg,FBPA Giardia inh,Sm TGR block,AMA1-RON2 inh,HCMV inh,AmpC detergent
O=C1O[C@H]([C@@H](O)CO)C(O)=C1O,-18%,x,u,11%,2,-2%
COc1ccc(S(=O)(=O)NCc2csc(C)n2)cc1OC,-10%,1%,31%,-5%,-14,-1%
O=C(N=Nc1c(O)[nH]c(=O)[nH]c1=O)C1COc2ccccc2O1 (stereo not drawn),-16%,u,-33%,32%[activator],-24,9%
Cc1cccnc1NC(=O)C1CC(=O)N(c2ccc3c(c2)OCCO3)C1 (stereo not drawn),-19%,x,0%,-2%,-10,u
COc1ccc(-c2c(-c3ccccc3OC)sc3ccccc23)cc1,-23%,2%,0%,-2%,32,-4%
O=C(Nc1ccncc1)c1ccc2c(c1)OCCO2,-24%,8%,0%,4%,-13,-4%
COc1ccc(OCC(=O)Nc2ccc(C(=O)Nc3ccccc3C(=O)O)cc2)cc1,-25%,-6%,-3%,-1%,-35,2%
COc1ccccc1N(CC(=O)N1CCCCCC1)S(C)(=O)=O,x,10%,-6%,2%,3,-3%
COc1ccccc1NC(=O)C1=C(C)Nc2nc(SCc3ccccc3Cl)nn2C1c1cccnc1 (stereo not drawn),x,x,11%,x,13,4%
Cc1ccc(N2C(=O)CS(=O)(=O)CC2=O)cc1,-32%,2%,8.9µM*,2%,u,9%
CCN(CC(=O)Nc1ccc2c(c1)OCCO2)C(=O)C(C)Oc1ccc(Cl)cc1 (stereo not drawn),0%,x,6%,71%[activator],-24,1%
COc1ccc(CNC(=O)c2cnn(-c3ccc(F)cc3)c2-n2cccc2)cc1,x,x,21%,x,-5,3%
COc1ccc(S(=O)(=O)Nc2ccccc2C(=O)NC2CC2)cc1NC(C)=O,-13%,x,-3%,-1%,31,1%
Cc1onc(-c2ccccc2)c1C(=O)N/N=C/c1cc(Br)c(Br)o1,-49%,-19%,-12%,-21%,-28,-2%
COc1ccc(-c2noc(CCCC(=O)NC3CCCC3)n2)cc1,12%,x,0%,0%,-80*,-8%
Fc1ccc(COc2ccccc2C(=S)N2CCCC2)cc1,-27%,0%,-9%,-11%,-35,u
O=C1c2ccccc2C(=O)N1CCCc1cn(C[C@H]2CC[C@@H]([C@@H]3CC[C@H](Cn4cc(CCCN5C(=O)c6ccccc6C5=O)nn4)O3)O2)nn1,150%[activator],2%,-19%,-4%,-13,-18%
CN(C)/C=N/c1ncc(-c2ncc(C(F)(F)F)cc2Cl)cn1,-25%,7%,-13%,0%,-5,-3%
C/C(=N\NS(C)(=O)=O)c1ccc(C)cc1,-13%,2%,-9%,-15%,58,2%
CCOC(=O)CC(=O)CSc1ncnc2c1nnn2-c1ccc(OC)cc1,35%,-10%,-11%,64%[activator],-27,-2%
COC(=O)CN1C(=O)[C@H]2[C@@H](c3ccc(C)o3)N3C(=O)CN(CCO)C(=O)[C@@]3(Cc3ccccc3)[C@H]2C1=O,43%,9%,-26%,6%,20,u
N#Cc1ccccc1Cn1c(=O)n(CCCC(=O)NCc2ccc3c(c2)OCO3)c(=O)c2ccccc21,-24%,1%,3%,11%,-11,3%
CC(C)C(=O)NNS(=O)(=O)c1ccccc1,-18%,5%,-23%,-1%,35,-5%
CC(c1ccccc1)N(CCC(c1ccccc1)C1CCOC(C)(C)C1)C(=O)c1ccco1 (stereo not drawn),138%[activator],-3%,-5%,-23%,-101*,u

# One compound at a time, as listed above. Screens in order: AmpC inh no detg	FBPA Giardia inh	Sm TGR block	AMA1-RON2 inh	HCMV inh	AmpC detergent
# Record of `O=C1c2ccccc2C(=O)N1CCCc1cn(C[C@H]2CC[C@@H]([C@@H]3CC[C@H](Cn4cc(CCCN5C(=O)c6ccccc6C5=O)nn4)O3)O2)nn1` → 150%[activator]	2%	-19%	-4%	-13	-18%
# Record of `COc1ccc(-c2noc(CCCC(=O)NC3CCCC3)n2)cc1` → 12%	x	0%	0%	-80*	-8%

# (more compounds)
SMILES,AmpC inh no detg,FBPA Giardia inh,Sm TGR block,AMA1-RON2 inh,HCMV inh,AmpC detergent
OCCC1CN(Cc2ccccc2O)CCN1CCCc1ccccc1 (stereo not drawn),11%,2%,-13%,-2%,55,-9%
O=C(CSc1ccccn1)Nc1ccc2[nH]c(=O)[nH]c2c1,-10%,x,-4%,0%,6,2%
COc1ccc(CC(=O)N2CCOCC2)cc1OC,-22%,1%,-10%,2%,39,-7%
Cc1ccc(CNCC2CCCO2)o1 (stereo not drawn),-13%,4%,-20%,1%,25,u
CN1CCN(CCCCOc2ccc(Br)cc2)CC1,-4%,u,6%,-3%,19,-23%
CC(C)(C)NC(=O)CN(C(=O)c1ccc(CN2CCOCC2)o1)c1ccc2c(c1)OCCO2,14%,-5%,0%,-13%,22,u
CC(=O)c1cc(CN2CCC(n3nccc3NC(=O)c3ccccc3Cl)CC2)cs1,0%,x,-1%,14%,-1,2%
Cc1cccc(NC(=O)CN2C(=O)N/C(=C/c3ccc(C)o3)C2=O)c1,-31%,-24%,50µM*,9%,u,-7%
c1ccc(-c2ccc(Oc3cc(N4CCOCC4)nc(-c4ccccc4)n3)cc2)cc1,-11%,-2%,-1%,-6%,-6,-7%
CCc1ccc2nc(N(Cc3cccnc3)C(=O)c3ccc(C#N)cc3)sc2c1,x,x,2%,x,37,2%
Cc1cccc(OCC(=O)Nc2ccc3c(c2)N(C)C(=O)c2ccccc2S3)c1,x,x,2%,x,7,13%
CSc1ccc(/C=N/N2CCN(c3ccccc3)CC2)cc1,-14%,4%,9%,12%,36,u

# Brought forward from above: 6 entries, followed by the next part.
SMILES,AmpC inh no detg,FBPA Giardia inh,Sm TGR block,AMA1-RON2 inh,HCMV inh,AmpC detergent
CC(=O)c1cc(CN2CCC(n3nccc3NC(=O)c3ccccc3Cl)CC2)cs1,0%,x,-1%,14%,-1,2%
Cc1cccc(NC(=O)CN2C(=O)N/C(=C/c3ccc(C)o3)C2=O)c1,-31%,-24%,50µM*,9%,u,-7%
c1ccc(-c2ccc(Oc3cc(N4CCOCC4)nc(-c4ccccc4)n3)cc2)cc1,-11%,-2%,-1%,-6%,-6,-7%
CCc1ccc2nc(N(Cc3cccnc3)C(=O)c3ccc(C#N)cc3)sc2c1,x,x,2%,x,37,2%
Cc1cccc(OCC(=O)Nc2ccc3c(c2)N(C)C(=O)c2ccccc2S3)c1,x,x,2%,x,7,13%
CSc1ccc(/C=N/N2CCN(c3ccccc3)CC2)cc1,-14%,4%,9%,12%,36,u
O=C1CN(C(=O)CSc2ccccn2)c2ccccc2N1,-20%,x,x,-12%,-33,x
Cn1c(CSc2ncccn2)nnc1SCC(=O)N1CCCCC1,-15%,0%,0%,-1%,-15,-13%
O=S(=O)(c1ccccc1)N1CCN(CC2CC3C=CC2C3)CC1 (stereo not drawn),-10%,u,x,-4%,-102*,1%
COc1ccc(S(=O)(=O)N(CC(=O)Nc2cc(C)on2)Cc2ccccc2)cc1,-18%,4%,-2%,16%,u,-8%
CN(C)c1ccc(C(CNC(=O)c2ccc(-c3ccccc3)cc2)N2CCOCC2)cc1 (stereo not drawn),-14%,x,-1%,x,u,u
CCc1noc(C)c1C(=O)NC1CC(C)(C)Cc2c1cnn2-c1ccccc1 (stereo not drawn),67%[activator],x,-9%,x,14,-1%
COc1ccc(NC(=O)C2C3CC/C=C\CCC32)cc1 (stereo not drawn),-33%,1%,6%,-8%,57,7%
COc1ccc(-c2nc3ccccc3c(=O)[nH]2)cc1,-12%,-2%,-25%,-3%,40,-3%
CCOc1ccccc1-c1cc(C(=O)N2CCOCC2)c2ccccc2n1,18%,x,6%,1%,25,5%
COc1ccc(C(CC(=O)Nc2ccc(C)cc2)NC(=O)C(F)(F)F)cc1 (stereo not drawn),-13%,-7%,9%,1%,24,u
CSc1nnc(NC(=O)c2ccco2)s1,-14%,-13%,1%,-6%,43,-16%
CCOc1cc(C(=O)NCc2nc(-c3cccc(C)c3)no2)cc(OCC)c1OCC,x,x,1%,x,-29,21%
COC(=O)[C@@H](NC(=O)/C=C/c1ccc(OC)cc1)C(C)C,-1%,6%,-3%,-2%,17,9%
COc1ccc(C(C)C)cc1S(=O)(=O)NCc1ccccn1,-11%,-8%,6%,54%[activator],11,-10%
CCc1nnc(NC(=O)CSc2nnc(CCc3nc4ccccc4[nH]3)n2C)s1,-20%,-9%,-1%[11.4 µM],9%,12,-7%
Cc1ccc(Nc2nc(N)nc(CN3CCN(Cc4ccccc4)CC3)n2)cc1Cl,84%[activator],-7%,-30%,11%,64,0%
O=c1[nH]c(-c2ccc(Cl)cc2)cs1,-23%,3%,-4%,-14%,56,-2%
CCOc1ccc(NC(=O)Nc2cc(C)ccc2F)cc1,-24%,3%,1%,14%,78,0%
CCCN(C(=O)c1c(-c2ccccc2)noc1C)c1c(N)n(Cc2ccccc2)c(=O)[nH]c1=O,-6%,x,-4%,0%,-13,1%
COc1ccc(OC)c(CCNc2ncnc3onc(-c4ccc(F)cc4)c23)c1,x,x,-6%,x,-25,3%
O=C(NCCc1ccc(Cl)cc1)c1ccc(CS(=O)Cc2ccc(Cl)cc2)o1 (stereo not drawn),97%[activator],8%,-21%,-4%,-36,-6%
O=C(NC(=O)N1CCN(c2cccc(Cl)c2)CC1)c1ccccc1,6%,10%,-11%,37%[activator],-15,3%
CC(C)N1CCN(C(=O)C2CCC(=O)N(CCc3cccc(F)c3)C2)CC1 (stereo not drawn),-7%,8%,-16%,6%,5,2%
CN(CC(=O)N1CCCCC1)S(=O)(=O)c1cccc2nsnc12,-1%,-1%,3%,26%,-25,2%
COc1ccc(S(=O)(=O)N2CCCC(C(=O)NCc3ccco3)C2)cc1OC (stereo not drawn),31%,11%,-6%,0%,-27,4%
CCOC(=O)C1CCN(C(=O)Cn2cc(C(=O)C3CC3)c3ccccc32)CC1,-6%,-2%,u,-3%,0,u
Cc1ccc(-n2ncc(-c3nn[nH]n3)c2N)cc1,-15%,-6%,16%,-6%,-37,-6%
COc1ccc(N2CCN(C(=O)CNS(=O)(=O)c3ccc(Br)s3)CC2)cc1,0%,4%,-18%&-1%,-10%,-2&-23,5%&-2%
COc1ccc(S(=O)(=O)Cc2ccc(C(=O)N3CCN(c4cc(Cl)ccc4C)CC3)o2)cc1,72%[activator],1%,0%,-8%,30,-15%
Cc1nc(N2CCOCC2)c2c(C(=O)N3CCN(c4cccc(C)c4C)CC3)c(C)oc2n1,x,x,25%,x,-28,22%
COCCCN1C(=O)c2ccc(C(=O)Nc3cccc(OC)c3)cc2C1=O,15%,11%,3%,-1%,7,1%
Cc1ccccc1C(=O)NC(=S)NC1CCSC1=O (stereo not drawn),-28%,-3%,-16%,10%[11.6 µM],-17,0%
Cc1cc(C)cc(NC(=O)NCc2noc3ccccc23)c1,x,x,2%,x,-16,-10%
CCCCC(=O)NCc1ccc(F)cc1,-13%,0%,6%,-8%,-32,-13%
COc1ccc2oc(-c3ccccc3)c(C(=O)N(C)C)c2c1,17%,2%,0%,10%,-16,2%
COc1ccccc1Nc1nc(N)nc(CSc2ncccn2)n1,-12%,0%,-1%,4%,33,-7%
